RAD52 inh = blocks human RAD52 DNA annealing; P43351; recombinant RAD52 DNA annealing, FRET fluorescence; inhibition, % at 18.7 µM; 360,000 tested, 0.46% active; AID 651710;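 active = every replicate showing at least 50% inhibition; inconclusive = mean inhibition at least 50% but not in every replicate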
Target sequence (P43351 whole entry, looked up): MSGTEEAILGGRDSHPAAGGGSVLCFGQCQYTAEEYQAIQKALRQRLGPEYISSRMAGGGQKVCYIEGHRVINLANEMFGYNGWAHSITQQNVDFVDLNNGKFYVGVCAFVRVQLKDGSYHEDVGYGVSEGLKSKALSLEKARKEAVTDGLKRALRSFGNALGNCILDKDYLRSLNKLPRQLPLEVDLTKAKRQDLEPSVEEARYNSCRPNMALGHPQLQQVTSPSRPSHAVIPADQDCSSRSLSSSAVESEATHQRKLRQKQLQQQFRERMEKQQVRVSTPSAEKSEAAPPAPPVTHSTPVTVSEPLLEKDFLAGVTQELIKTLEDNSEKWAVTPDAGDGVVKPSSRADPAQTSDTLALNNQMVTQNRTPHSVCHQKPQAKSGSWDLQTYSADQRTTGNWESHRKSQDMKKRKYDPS
EWS-Fli inh = blocks EWS/Fli oncoprotein-driven transcription; 350,000 tested, 0.67% active; A673 NR0B1-luciferase reporter, viability-normalised; inhibition, % at 12.6 µM;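 active = mean inhibition of at least 50% after viability correction, with every replicate also passing that limit; inconclusive = mean reaches 50% but only one of two replicates passes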;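 note: firefly luciferase signal divided by Alamar Blue viability fluorescence both relative to DMSO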
S100A4 MyoIIA = inhibitors of human S100A4 binding to myosin IIA peptide | S100A4/TAMRA-MyoIIA peptide fluorescence polarization | inhibition, % at 10.7 µM | 360,000 tested, 0.14% active | AID 652163;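 active = mean inhibition of at least 70% across replicates, with every replicate also reaching that level; inconclusive = mean inhibition reaches 70% but some replicates fall short; inactive = mean inhibition below 70%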
Target sequence (P26447 whole entry, looked up): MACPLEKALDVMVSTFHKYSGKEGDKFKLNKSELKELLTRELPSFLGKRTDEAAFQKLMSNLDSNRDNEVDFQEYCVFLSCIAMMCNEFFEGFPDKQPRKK
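incubation = readout 5 min after mixing, signal stable up to 60 min | system = S100A4 monomer protein | buffer or medium = HEPES pH 7.2 with CaCl2, KCl, NaCl, DTT, Triton | benchmarks = neutral control DMSO, positive control TFP | also added = fluorescent myosin IIA peptide, 5 nM | compound dosing = one concentration per compound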
Starred values were filed as active, the others as inactive; ? = inconclusive. A portion of the library, so the mix of outcomes need not match the whole.

Under each structure – S100A4 MyoIIA	EWS-Fli inh	RAD52 inh
CC1CCCC(C)N1Cc1cn2ccccc2n1 (centres undefined)
→ -4	-11	-15
CCCCOc1ccccc1C(=O)NCC(=O)O
→ 7	6	2
CN1CCN(Cc2cccc(Oc3ccc(Cl)cc3)c2)CC1
→ -3	-47	26
COc1cccc(NC(=O)CSc2nc(N)cc(N)n2)c1
→ 2	-6	-9
CC1(C)Cc2ccccc2-c2nnc(-c3ccccn3)n21
→ 0	9	-2
c1ccc(CCc2nn3c(Cn4cnc5ccccc54)nnc3s2)cc1
→ 1	6	-5
CCC(=O)Nc1cccc(NC(=O)c2cccc([N+](=O)[O-])c2)c1
→ 5	-2	-6
COc1cc(=O)oc(C=O)c1C
→ -2	-7	-6
c1ccc(C2(CNc3ccccn3)CCCC2)cc1
→ 4	11	-3
COC(=O)[C@]1(Cc2ccccc2)N=C(c2ccc(OCCCO)cc2)O[C@@H]1c1ccccc1
→ -1	11	3
O=C(COC(=O)c1ccccn1)NCc1ccccc1
→ 32	2	-15
O=C(NC[C@H]1CC[C@@H]2[C@@H](CN2S(=O)(=O)c2ccccc2)O1)NC1CCCCC1
→ -18	-6	-11
Cc1nc2c(C(=O)NCc3ccc4c(c3)OCO4)c[nH]n2c(=O)c1Cc1ccccc1F
→ 2	1	-24
CCCC[C@@H](O)C1=C(COC)C[C@H]2C(=O)N(Cc3ccccc3)C(=O)[C@H]2[C@H]1CO
→ 2	0	-10
O=C(CC1CC1)N[C@H]1C[C@@H]2O[C@@H](CO)CC[C@@H]2O[C@@H]1CCc1ccc(C#Cc2ccccc2)cc1
→ 4	9	4
O=C1c2ccccc2C(=O)C12OC(c1ccccc1)C1(C(=O)c3ccccc3C1=O)C2c1cccc([N+](=O)[O-])c1 (centres undefined)
→ 4	-7	-21
NC(=O)C1CCN(C(=O)COc2cccc3ccccc23)CC1
→ -26	-7	-13
C=CCn1c(-c2cc(OC)c(OC)c(OC)c2)n[nH]c1=S
→ -4	3	-8
COc1ccc2c(CN(C)c3ccccc3)cc(=O)oc2c1
→ -2	-8	-6
CC(C)CCNC(=O)C(C)N(Cc1ccc(F)cc1)C(=O)c1ccc(CN2CCCCC2)o1 (centres undefined)
→ 8	1	-11

Arranged by the number under S100A4 MyoIIA (high to low): some entries from above.
smiles | S100A4 MyoIIA | RAD52 inh
CCC(=O)Nc1cccc(NC(=O)c2cccc([N+](=O)[O-])c2)c1 | 5 | -6
COc1cccc(NC(=O)CSc2nc(N)cc(N)n2)c1 | 2 | -9
COc1cc(=O)oc(C=O)c1C | -2 | -6

(more compounds)
Under each structure – S100A4 MyoIIA	EWS-Fli inh	RAD52 inh
COc1ccc(NC(=O)CSc2nncn2C)c([N+](=O)[O-])c1
→ -3	6	-4
C=CCNC(=O)CN1CCC(O)(c2ccc(F)cc2)CC1
→ 1	3	6
Cc1ccccc1-c1ccccc1[C@H]1[C@@H](C#N)N(C(=O)c2ccccc2)[C@@H]1CO
→ 11	2	-23
O=C(CN1C(=O)c2ccccc2C1=O)Nc1nnc(C2CCCO2)s1 (centres undefined)
→ -1	8	5
CCOC(=O)n1c(=O)oc2cc(S(=O)(=O)N3CCCCC3)ccc21
→ 8	-11	-9
O=C(NC[C@@H]1CC[C@@H]2[C@@H](CN2S(=O)(=O)c2ccccc2[N+](=O)[O-])O1)Nc1ccccc1
→ -13	1	-8
O=C(CSc1nc2ccccc2s1)NCCCN1CCOCC1
→ 0	7	6
Cc1ccc2cccc(S(=O)(=O)N3CCN(c4cccc(Cl)c4)CC3)c2n1
→ -5	-1	-6
CCCC#Cc1ccc(CC[C@H]2O[C@H]3CC[C@@H](CO)O[C@H]3C[C@@H]2n2cc(C(C)(C)O)nn2)cc1
→ -3	-2	-12
COc1cc2c(cc1NC(=O)CSc1ccc(C)cc1)oc1ccccc12
→ 7	7	-26
Cc1sc2ncnc(SC(C)C#N)c2c1C (centres undefined)
→ 0	8	-16
COc1cccc(-c2ccc(CC[C@H]3O[C@H]4CC[C@H](CO)O[C@H]4C[C@H]3NS(C)(=O)=O)cc2)c1
→ 5	-19	2
COc1c2c(cc3c1c(=O)c1ccccc1n3C)OCO2
→ 5	-54	10
Cc1cccc(Cn2c(NCCO)nc3c2c(=O)n(C)c(=O)n3C)c1
→ -6	13	-13
Cc1ccc(OCc2nnc(SCC(=O)O)n2N)cc1
→ -4	-1	-17
CCCC#Cc1ccc(CC[C@H]2O[C@H]3CC[C@H](CO)O[C@H]3C[C@@H]2NC(=O)CN2CCOCC2)cc1
→ 6	-4	-6
O=C(O)c1ccc(CSc2nc(-c3ccc(Cl)cc3)cc(C(F)(F)F)n2)cc1
→ 8	0	-7
O=C(CC1CC1)N[C@@H]1C[C@@H]2O[C@H](CO)CC[C@@H]2O[C@@H]1CCc1ccc(C#Cc2ccccc2)cc1
→ 27	8	-9
CCOc1cc(S(=O)(=O)NCc2ccco2)c(OCC)cc1-n1cnnn1
→ -1	5	0
Cc1nc(S(=O)(=O)N[C@@H]2CCCN(Cc3cccc(OCCO)c3)C2)cn1C
→ 1	0	13
O=C(Cc1csc(N2CCOCC2)n1)N/N=C/c1cccc(O)c1
→ -7	8	2
O=C(NC[C@H]1CC[C@@H]2[C@@H](CN2S(=O)(=O)c2ccccc2[N+](=O)[O-])O1)Nc1ccccc1
→ -2	-4	-2
O=c1[nH]c(CN2CCN(C/C=C/c3ccccc3)CC2)nc2ccccc12
→ 3	10	-4
Cc1ccc(C(=O)Nc2nc(=O)n(C(=O)C3CC3)s2)cc1
→ -27	-1	-1
COc1cc2c(c(OC3OC(CO)C(O)C(O)C3O)c1)C(=O)CC(c1ccc(O)cc1)O2 (centres undefined)
→ 7	-10	3
O=S(=O)(N/N=C/c1ccc2c(c1)OCCO2)c1ccc(Cl)cc1
→ 2	-5	3
CC(=O)N[C@@H]1C[C@@H]2O[C@H](CO)CC[C@@H]2O[C@@H]1CCc1ccc(C#CC2(O)CCCC2)cc1
→ 6	0	4
C=CCn1c(=O)n(CC=C)c(=O)n(CC=C)c1=O
→ -4	-4	1
O=C(c1cnccn1)N1CCN(c2ccccc2)CC1
→ 3	7	-4
CCNc1ccccc1
→ 2	1	-1
O=C(NC(=S)NNC(=O)c1cccs1)c1ccc(Br)o1
→ -1	8	-5
CCS(=O)(=O)Nc1ccc(C2=NN(C(=O)c3ccco3)C(c3ccc(C)cc3)C2)cc1 (centres undefined)
→ -1	4	-19
CCCc1cn([C@H]2C[C@@H]3O[C@@H](CO)CC[C@@H]3O[C@@H]2CCc2ccc(-c3ccc(OC)cc3)cc2)nn1
→ 3	-10	-13
COC(=O)NNC(=O)C(C)Oc1ccc(Cl)cc1Cl (centres undefined)
→ -5	3	-3
CC(C)c1cn([C@H]2C[C@@H]3O[C@H](CO)CC[C@@H]3O[C@@H]2CCc2ccc(C#CC3CCCCC3)cc2)nn1
→ -9	-14	-1
CC1CCN(S(=O)(=O)c2ccc(NC(=O)CCN3C(=O)c4ccccc4C3=O)cc2)CC1
→ 1	11	-13
CC[C@@H](C)[C@@H](CO[C@@H](Cc1ccccc1)C(=O)N[C@@H](CCS(C)(=O)=O)C(=O)OC(C)C)NCC(N)CS (some centres undefined)
→ -6	20	26
COCCN(Cc1cc2cc(C)cc(C)c2nc1Cl)C(=O)Nc1ccccc1
→ 0	43	-15
CCOC(=O)N1CCN(CC(=O)Nc2c(C(=O)OC)[nH]c3cccc(Cl)c23)CC1
→ 0	4	14
CCOC(=O)c1cc2sccc2n1CC(=O)Nc1ccc(OC)c(OC)c1
→ 4	7	-4
CC(Sc1nnc(Cc2ccc([N+](=O)[O-])cc2)o1)C(N)=O (centres undefined)
→ 3	0	4
[N-]=[N+]=NCCNC(=O)Nc1ccccc1
→ -6	-3	14
O=C1CC[C@@H]2c3[nH]c4ccccc4c3CCN12
→ -10	3	-2
Cc1ccc(C(=O)C(OC(=O)CN2C(=O)c3ccccc3C2=O)c2ccccc2)cc1C (centres undefined)
→ -7	5	-6
C/C(=N\O)C(=O)NCCN1CCCCC1
→ 5	6	0
CCOc1ccc(S(=O)(=O)Nc2nc3cc(OC)ccc3s2)cc1
→ 1	-10	-5
CCCc1ccc2c(C)cccc2n1
→ -2	-3	-6
COc1ccc(/C=C2\SC(=O)N(CCNC(=O)Cn3cnnn3)C2=O)cc1
→ -5	-76	-5
COC(=O)c1ccc(-n2nnnc2SCC(=O)Nc2cc(OC)ccc2OC)cc1
→ 0	16	7
CCOC(=O)N1CCN(c2c(N3CCN(c4cccc(C(F)(F)F)c4)CC3)c(=O)c2=O)CC1
→ -3	-1	-9
COC(=O)c1c(CC[C@@H](CO)NC(=O)N[C@H](Cn2cc(Cc3ccccc3)nn2)C(C)C)oc(C(C)=O)c1C(=O)OC
→ 0	-2	-2
CN(C)CC(=O)N[C@@H]1C[C@@H]2O[C@@H](CO)CC[C@@H]2O[C@@H]1CCc1ccc(C2=CCCCC2)cc1
→ -1	1	36
C=C[C@H](OC)[C@@H](O)c1ccc(OC)c(O)c1
→ -5	-4	19
COc1ccc(-c2csc(Cc3nnc(N4CCOCC4)n3-c3ccccc3)n2)cc1OC
→ -6	1	-20
COC(=O)c1[nH]c(C)c(/C(O)=C2\C(=O)C(=O)N(CCN(C)C)C2c2ccco2)c1C (centres undefined)
→ -7	-1	-24
CC(=O)Nc1ccc(Sc2ncccc2C(=O)Nc2ccc(OC(F)(F)F)cc2)cn1
→ -3	10	-15
O=C1CC(c2cccc(F)c2)SC(N(c2ccccc2)c2ccccc2)=N1 (centres undefined)
→ -1	6	-7
O=C1O[C@@H](Cc2ccccc2)[C@H]2[C@@H]3C=CCCC=C3CN2C12CCCC2
→ -8	-7	-160
O=C(Nc1ccc(-c2nc3ccccc3o2)cc1)c1ccc(N2CCOCC2)c([N+](=O)[O-])c1
→ 0	16	-18
COCC#Cc1ccc(CC[C@H]2O[C@H]3CC[C@@H](CO)O[C@H]3C[C@H]2n2cc(C3CC3)nn2)cc1
→ -3	-8	-22

Next section.
Under each structure – S100A4 MyoIIA	EWS-Fli inh	RAD52 inh
CC(c1ccccc1)N1C(=O)CC(Sc2ncccc2C(=O)O)C1=O (centres undefined)
→ 1	18	-15
CCNC(=O)COc1ccc(S(=O)(=O)Nc2ccccc2)cc1
→ 1	-2	-20
COc1ccc(NC(=O)NC[C@H]2CC[C@H]3[C@H](CN3Cc3ccccc3C(=O)O)O2)cc1
→ 1	-2	54*
Cc1cc([N+](=O)[O-])ccc1-c1ccc(C2Nc3ccccc3C(=O)N2O)o1 (centres undefined)
→ 3	8	-25
CCOC(=O)c1cnc2ccc(C(=O)OC)cc2c1NCCN1CCOCC1
→ -4	2	-1
COc1cc2cc(C(c3nnnn3Cc3ccc(F)cc3)N3CCCCCC3)c(=O)[nH]c2cc1OC (centres undefined)
→ -1	5	-23
O=c1/c(=C/c2ccc(CNS(=O)(=O)c3ccccc3)o2)sc2n1CCN=2
→ 3	5	-1
COc1ccc2c(c1)CCC(C)N2S(=O)(=O)c1ccc(C2CNC(=O)C2)cc1 (centres undefined)
→ 5	-2	-13
CC(=O)Nc1ccc2c(c1)OCCOCCOc1cc(NC(C)=O)ccc1OCCOCCOCCO2
→ -1	7	-12
CC(=O)NC1=NN(C(C)=O)C(C)(c2ccccc2)S1 (centres undefined)
→ 1	?	2
O=C(N[C@@H]1C[C@@H]2O[C@H](CO)CC[C@@H]2O[C@@H]1CCc1ccc(C#Cc2ccccc2)cc1)c1ccccn1
→ 5	2	10
CCOc1ccc(-c2[nH]nc3c2C(c2ccc(O)cc2)C(C#N)=C(N)O3)cc1 (centres undefined)
→ 1	-3	11
CC1CCCC(N2CCN(C(=O)c3cccc(F)c3)CC2)C1 (centres undefined)
→ -1	5	-5
Cc1ccc(C(=O)Nc2cccc(N(C)S(C)(=O)=O)c2)cc1S(=O)(=O)Nc1ccccc1
→ 1	10	-12
CCN(CCNC(=O)C1CCN(S(=O)(=O)CC)CC1)c1ccccc1
→ -12	10	5
O=[N+]([O-])c1ccccc1CCO
→ -2	1	-2
CCCCOCC(O)Cn1c(C)nc2ccccc21 (centres undefined)
→ 26	10	17
COCCn1c(C(C)C)nc2sc3ccccc3c(=O)c2c1=O
→ 0	-2	-14
Cc1ccc(CNC(=O)C(=O)NCCCn2ccnc2)cc1
→ 1	7	-7
Cc1noc(C)c1NC(=O)NC[C@H]1CC[C@H]2[C@H](CN2Cc2cccc(-c3ccccn3)c2)O1
→ 9	-3	3
CCC(c1nnnn1CS(=O)(=O)c1ccc(C)cc1)N1CCN(c2nc3ccccc3s2)CC1 (centres undefined)
→ -1	25	-18
COc1cccc(Nc2nc(-c3sc(N)nc3C)cs2)c1
→ -2	-36	1
O=C(c1ccco1)N1CCN(C(=O)C2c3ccccc3Oc3ccccc32)CC1
→ 4	-8	-5
Cc1ccc(S(=O)(=O)N/N=C\c2ccc(C)o2)cc1
→ -30	11	-16

Six compounds already listed, arranged by heavy-atom count, ascending.
Under each structure – S100A4 MyoIIA	EWS-Fli inh	RAD52 inh
O=[N+]([O-])c1ccccc1CCO
→ -2	1	-2
CCCCOCC(O)Cn1c(C)nc2ccccc21 (centres undefined)
→ 26	10	17
COc1cccc(Nc2nc(-c3sc(N)nc3C)cs2)c1
→ -2	-36	1
Cc1ccc(CNC(=O)C(=O)NCCCn2ccnc2)cc1
→ 1	7	-7
O=C(c1ccco1)N1CCN(C(=O)C2c3ccccc3Oc3ccccc32)CC1
→ 4	-8	-5
CCC(c1nnnn1CS(=O)(=O)c1ccc(C)cc1)N1CCN(c2nc3ccccc3s2)CC1 (centres undefined)
→ -1	25	-18

High-throughput results from PubChem BioAssay.
